HP1b binding inh – blocks HP1-beta chromodomain binding to methylated histone tails. P83916. AlphaScreen HP1-beta / biotin-H3K9me3 peptide binding. Potency, µM (series often up to 114 µM), for the others: top-dose activity change, negative = inhibition, usual class: inhibitors. 0.56% of 390,000 active; also: nearly all actives have a fitted effect of over 70% in size; inactives centre near 23
Target sequence (P83916 whole entry, looked up): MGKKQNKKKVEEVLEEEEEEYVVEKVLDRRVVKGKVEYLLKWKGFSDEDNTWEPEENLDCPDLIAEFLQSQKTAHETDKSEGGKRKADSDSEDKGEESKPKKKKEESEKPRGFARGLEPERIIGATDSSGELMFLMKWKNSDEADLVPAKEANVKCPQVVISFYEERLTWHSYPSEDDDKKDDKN
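HP1-beta protein (50 nM final) preincubated 30 min at room temperature with biotinylated H3(1-18)K9me3 peptide (50 nM) in PBS pH 7.4, 0.01% Tween-20, then compound added for 30 min. AlphaScreen streptavidin donor/nickel chelate acceptor beads (10 ug/mL final), 30 min dark, luminescence read.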
ERG-DNA inh – inhibitors of human ERG Ets domain-DNA interaction | 0.028% of 370,000 active | Potency, µM (highest dose often 76.9 µM), without a hit: at the top dose FP activity, negative = inhibition, usual class: inhibitors | P11308 | fluorescence polarization, His-ERG Ets domain / labelled DNA; active = well fitted inhibition curve with a large enough effect in the polarisation, with a control signal flat; inconclusive = small, poorly fitted or top-dose-only effect, or effect the other way, or a change in a side signal; inactive = no such curve, though single readings can be large or run the other way; the % refers to the polarisation;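 also: polarization taken with two DNA probes labelled with fluorescein and Texas red; % of control where 0% means no effect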
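His-tagged ERG Ets domain (1 uM in the protein solution; 300mM KCl, 50mM Tris-HCl, 1mM EDTA, 1mM DTT, pH 7.5) received compound, then a probe mix of 5 nM fluorescein-DNA and 100nM Texas-615-DNA. Fluorescence polarization was read for both dyes.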
RGS4 inh – human RGS4 inhibition; 0.039% of 390,000 active; Transcreener GDP fluorescence polarization, RGS4-accelerated GTP hydrolysis; P49798; Potency, µM (top dose mostly 114 µM), without a hit: top-dose activity change, negative = inhibition, most hits filed as inhibitors; also: % is scaled to controls: 0 for no effect and ±100 for the full control effect; nearly all actives have a fitted effect of over 75% in size; some results filed as inactive show a strong effect at the top dose
Target sequence (P49798 whole entry, looked up): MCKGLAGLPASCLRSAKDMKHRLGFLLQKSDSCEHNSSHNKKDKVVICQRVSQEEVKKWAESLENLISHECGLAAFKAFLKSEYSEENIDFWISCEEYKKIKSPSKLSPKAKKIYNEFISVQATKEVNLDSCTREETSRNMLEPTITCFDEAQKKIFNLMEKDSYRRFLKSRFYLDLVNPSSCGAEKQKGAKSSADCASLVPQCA
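MLSMR compounds (23 nl, pin-transferred) preincubated 10 min at room temperature with a 500nM (2x) first reagent, then RGS4 at 900nM (2x) plus Transcreener GDP mix added; fluorescence polarization (620/688 nm) read before and after 90 min at 30 °C.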
GLS inhibitor – blocks human kidney-isoform glutaminase activity | O94925 | Potency, µM (top dose mostly 45.5 µM), for inactives: top-dose activity change, negative = inhibition, actives largely listed as inhibitors | GLS enzymatic activity, qHTS titration | 0.21% of 410,000 active; also: % is scaled to controls: 0 for no effect and ±100 for the full control effect
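hKGA in 45 mM KH2PO4 pH 8.2, 0.02% Tween-20 with pin-transferred compounds; 1 mM L-glutamine (stock) plus glutamate oxidase/HRP/Amplex Red coupling added. Fluorescence read initially and after 30 min at RT.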
Tb PGK inh – inhibitors of T. brucei phosphoglycerate kinase | PGK/GAPDH coupled, Kinase-Glo luminescence, 60 min | P07378 | 0.043% of 380,000 active | AID 602233 | Potency, µM (top dose mostly 57.5 µM), inactives show top-dose activity change, negative = inhibition, usual class: inhibitors; also: % is scaled to controls: 0 for no effect and ±100 for the full control effect; nearly all actives have a fitted effect of over 60% in size
Target sequence (P07378 whole entry, looked up): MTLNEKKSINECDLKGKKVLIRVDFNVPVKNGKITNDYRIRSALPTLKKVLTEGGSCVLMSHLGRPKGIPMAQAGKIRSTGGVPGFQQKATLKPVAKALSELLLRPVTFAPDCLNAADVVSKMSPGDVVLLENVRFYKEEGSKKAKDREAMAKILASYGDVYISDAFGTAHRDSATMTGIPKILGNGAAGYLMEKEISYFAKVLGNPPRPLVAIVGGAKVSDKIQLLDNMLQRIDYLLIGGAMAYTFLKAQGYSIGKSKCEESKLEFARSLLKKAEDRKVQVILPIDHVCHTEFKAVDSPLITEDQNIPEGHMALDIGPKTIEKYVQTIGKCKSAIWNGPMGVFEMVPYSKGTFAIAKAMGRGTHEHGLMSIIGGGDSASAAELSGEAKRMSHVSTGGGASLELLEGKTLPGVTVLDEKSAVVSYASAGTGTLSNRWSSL
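Recombinant glycosomal PGK reaction used 1,3-bisphosphoglycerate generated in-well by GAPDH (100nM final) in 100mM TEA pH 7.6, 5mM MgCl2, 0.01% Tween-20. After 60 minutes at room temperature, ATP was read by Kinase-Glo Plus luminescence end-point.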
rTrxR1 inhibitor – blocks rat thioredoxin reductase 1 | O89049 | Potency, µM (top dose mostly 114 µM), for inactives: at the highest dose activity change, negative = inhibition, most hits filed as inhibitors | 1% of 390,000 active | recombinant rTrxR1, NADPH fluorescence consumption, selenite substrate; also: % is scaled to controls: 0 for no effect and ±100 for the full control effect; nearly all actives have a fitted effect of over 65% in size
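Rat TrxR1 (90 nM in the dispensed reagent) was pre-reduced with 400 uM NADPH for 5 min at room temperature, then incubated with compound for 15 min. After 400 uM selenite was added, NADPH fluorescence (Ex 340/Em 450 nm) was followed for 8 min.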
JMJD2A Tudor inh – inhibitors of human JMJD2A Tudor domain; AlphaScreen JMJD2A-Tudor / H3K4me3 peptide binding; 4.4% of 390,000 active; Potency, µM (top dose mostly 114 µM), for inactives: top-dose activity change, negative = inhibition, hits mostly inhibitors; O75164; also: % is scaled to controls: 0 for no effect and ±100 for the full control effect; nearly all actives have a fitted effect of over 50% in size
Pin1 inhibitor – inhibitors of human Pin1 | Q13526 | Pin1 FP peptide displacement, HiFluor488, 10 min | Potency, µM (titrated, usually from 115 µM), for inactives: at the top dose activity, negative = inhibition, hits mostly inhibitors | 0.009% of 390,000 active; active = well fitted inhibition curve with a large enough effect in the polarisation, with a control signal flat, not every such curve was filed as active; inconclusive = small, poorly fitted or top-dose-only effect, or effect the other way, or a change in a side signal; inactive = no such curve, though single readings can be large or run the other way; the % refers to the polarisation; also: % is scaled to controls: 0 for no effect and ±100 for the full control effect
Target sequence (Q13526 whole entry, looked up): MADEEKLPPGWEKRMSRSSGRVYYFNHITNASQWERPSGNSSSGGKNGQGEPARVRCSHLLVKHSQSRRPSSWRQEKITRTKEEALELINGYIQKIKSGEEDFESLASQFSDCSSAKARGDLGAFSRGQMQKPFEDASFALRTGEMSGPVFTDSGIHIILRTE
ALOX12 inh – ALOX12 (human) lipoxygenase inhibition; AID 1671190; 1.1% of 580,000 active; P18054; purified 12hLO, xylenol orange hydroperoxide absorbance; Potency, µM (doses to about 108 µM), for the others: at the top dose activity change, negative = inhibition, usual class: inhibitors; also: % is scaled to controls: 0 for no effect and ±100 for the full control effect
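Purified human 12hLO at 150 nM in 25 mM Hepes, 0.01% Triton X-100, pH 7.0, preincubated 15 min at room temperature with compound. Reaction started with 40 uM arachidonic acid, 30 min at room temperature. Hydroperoxide measured by Fe-xylenol orange, 573/405 nm absorbance ratio.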
An asterisk follows results filed as active; i = inactive; ? = inconclusive; / = not tested or not shown; [ ] = another dose, or the depositor's remark. Unless noted, calls follow the shape of the dose curve; as a rule, active = well fitted curve in the direction sought with a large enough effect; inconclusive = small, poorly fitted or top-dose-only effect, or another doubt; inactive = no such curve, though single readings can be large; an effect the other way counts as inactive or inconclusive. Potency is read from the fitted curve at half-maximal effect. The list is partial; the hit share may differ from the screen's.

SMILES	HP1b binding inh	ERG-DNA inh	RGS4 inh	GLS inhibitor	Tb PGK inh	rTrxR1 inhibitor	JMJD2A Tudor inh	Pin1 inhibitor	ALOX12 inh
CNC(=S)N/N=C/c1cc(C)n(-c2ccc(Cl)c(Cl)c2)c1C	?	3.2%	-22.0%	21.8%	1.4%	?	?	15.4%	?
CSc1nsc(SCC(=O)Nc2ccc(C(=O)O)cc2)n1	9.9%	-10.6%	-35.5%	0.1%	-6.6%	-0.3%	-3.4%	-8.3%	-4.8%
CCN(CC)CCCNC(=O)C1CCC(CNS(=O)(=O)c2c(C)cc(C)cc2C)CC1 (stereo unspecified)	27.2%	5.9%	21.3%	-1.4%	-1.4%	?	6.8%	-2.2%	-24.4%
COc1ccc(C(=O)NC(=S)N2CCCCC2)cc1[N+](=O)[O-]	18.2%	-5.2%	-20.7%	1.8%	-2.8%	-11.7%	-12.8%[57.1 µM]	-2.9%	-24.0%
CCOC(=O)N1CCN(c2cccc(C)c2C)CC1	48.5%[activator]	-6.0%	-1.0%	14.8%	-11.9%	14.0%	5.3%	13.2%	-17.2%
O=c1cc(-c2ccccc2)oc2ccc(Cl)cc12	18.9%	-6.9%	15.7%	2.3%	-5.4%	-5.3%[11.4 µM]	-10.4%	0.7%	4.1%
CCCc1cc(=O)[nH]c(SCC(=O)Nc2nonc2N)n1	19.0%	/	0.6%	24.7%	-7.8%	29.1%	-19.7%	-2.3%	-24.0%
CCOC(=O)C1(CCOc2ccccc2)CCN(Cc2cccc(F)c2)CC1	52.9%[activator]	5.0%	5.4%	4.5%	-9.1%	-3.8%	19.3%	-1.3%	-20.4%
O=C(O)c1ccc2c(c1)-c1cc(C(=O)O)ccc1S2(=O)=O	26.3%	9.7%	?	2.1%	i	11.8%	-14.8%	-9.9%	0.4%
Cc1nc(-c2cccc(-c3noc(C)n3)c2)no1	44.5%[activator]	-20.0%	-8.9%	2.3%	-4.8%	12.9%	-3.6%	-1.2%	-6.9%
Cc1cc(/C=C(\C#N)C(=O)Nc2ccccc2)c(C)n1-c1cccnc1	3.8%	-11.5%	27.6%	1.2%	4.6%	-9.3%[57.1 µM]	-5.4%	0.1%	-14.0%
C/C(=C\C(=O)c1ccc(Cl)cc1)Nc1ccc(N2CCOCC2)cc1	37.6%	0.8%	-18.6%	-5.3%	-0.2%	4.3%	-6.2%	-0.9%	-38.6%
O=C(c1ccco1)N1CCN(C(=S)Nc2ccc(Br)cc2Cl)CC1	28.2%	-5.0%	-33.2%	14.5%	-0.3%	?	-9.0%	-2.5%	-4.3%
O=C(OC1CCCCC1)c1cc2ccccc2oc1=O	29.5%	-1.5%	10.6%	1.1%	-3.9%	0.2%[57.1 µM]	3.5%	-1.5%	0.0%
CN(C(=O)c1ccncc1)C1CCCN(Cc2ccccc2F)C1 (stereo unspecified)	43.0%[activator]	5.9%	-10.5%	-2.5%	i	8.6%	2.7%	-6.5%	4.3%
Cc1ccccc1C(=O)OC1CCN(C)CC1	17.1%	-6.9%	-11.0%	14.7%	-10.0%	10.2%[57.1 µM]	-1.4%	-10.1%	?
O=C(c1ccccc1)N1CCN(c2ccccc2F)CC1	29.6%	-6.8%	21.9%	?	-6.3%	3.5%[57.1 µM]	-8.6%	-5.0%	25.4%
CC(=O)c1ccc(NC(=O)Cn2c(-n3nc(C)cc3C)nc(C)cc2=O)cc1	49.1%[activator]	-0.5%	-1.4%	-2.3%	-9.9%	-9.8%[57.1 µM]	?	1.1%	-0.2%
CC1=C(C(=O)OCc2ccccc2)C(c2ccc3ccccc3c2)NC(=O)N1CCCC(=O)O (stereo unspecified)	29.0%	-5.8%	-22.9%	-2.3%	-9.8%	8.0%	-28.4%	0.6%	-11.4%
CC(C)N=C(NC#N)SCc1ccc(F)cc1	31.7%	3.0%	24.6%	-0.5%	2.2%	12.0%	7.6%	-4.1%	-11.7%

Compound profiles, as listed above. Order of values: HP1b binding inh	ERG-DNA inh	RGS4 inh	GLS inhibitor	Tb PGK inh	rTrxR1 inhibitor	JMJD2A Tudor inh	Pin1 inhibitor	ALOX12 inh
CC1=C(C(=O)OCc2ccccc2)C(c2ccc3ccccc3c2)NC(=O)N1CCCC(=O)O (stereo unspecified) is listed as 29.0%	-5.8%	-22.9%	-2.3%	-9.8%	8.0%	-28.4%	0.6%	-11.4%
Cc1cc(/C=C(\C#N)C(=O)Nc2ccccc2)c(C)n1-c1cccnc1 is listed as 3.8%	-11.5%	27.6%	1.2%	4.6%	-9.3%[57.1 µM]	-5.4%	0.1%	-14.0%
CC(C)N=C(NC#N)SCc1ccc(F)cc1 is listed as 31.7%	3.0%	24.6%	-0.5%	2.2%	12.0%	7.6%	-4.1%	-11.7%
CN(C(=O)c1ccncc1)C1CCCN(Cc2ccccc2F)C1 (stereo unspecified) is listed as 43.0%[activator]	5.9%	-10.5%	-2.5%	i	8.6%	2.7%	-6.5%	4.3%

Following part
SMILES	HP1b binding inh	ERG-DNA inh	RGS4 inh	GLS inhibitor	Tb PGK inh	rTrxR1 inhibitor	JMJD2A Tudor inh	Pin1 inhibitor	ALOX12 inh
COc1ccc(CSC2=CS(=O)(=O)c3ccccc3N2)cc1	11.7%	2.1%	4.2%	1.8%	-2.4%	12.8%[57.1 µM]	-15.7%	4.6%	-4.2%
CC(C)Cn1cc(C(=O)NCCCOC(C)C)c2c3ccccc3n(C)c2c1=O	26.3%	7.8%	-28.9%	-3.7%	-3.7%	5.7%	-9.0%	-3.3%	-25.0%
COc1ccc(C(=O)N2CCN(c3ccc(NC(=O)c4cccnc4)cc3)CC2)cc1	18.4%	-3.7%	2.4%	12.0%	i	-18.1%	-15.4%	-5.0%	0.0%
Cc1ccc(Cl)cc1-c1ccc(/C=N/n2cnnc2)o1	10.3%	11.3%	-20.8%	6.8%	3.0%	-11.1%	-20.1%	3.5%	-3.5%
CC(=O)Nc1ccc(Oc2cc(NC(C)=O)cc([N+](=O)[O-])c2)cc1	?	1.5%	?	?	i	23.0%[57.1 µM]	17.8µM*	0.8%	-0.2%
COc1ccccc1CNC(=O)C[n+]1ccccc1	45.9%[activator]	1.3%	-32.3%	0.8%	i	9.2%[57.1 µM]	-5.7%	7.6%	0.7%
Cc1cnc(C(=O)OCc2c(C)cc(C(C)(C)C)cc2C)cn1	77.2%[activator]	-10.9%	-5.3%	-5.8%	-3.7%	-0.3%	13.5%	2.1%	-11.2%
O=C1NC(c2ccc(Cl)cc2)=COc2ccccc21	19.2%	3.7%	-5.8%	-11.7%	-3.5%	28.0%[57.1 µM]	-1.4%	0.5%	-0.6%
COC(=O)c1cc2cc(Cl)ccc2nc1SC	17.2%	-1.8%	4.8%	-2.7%	0.0%	-11.0%[57.1 µM]	-7.6%	2.3%	0.0%
O=C(c1ccco1)N1CCN=C1SCc1cccnc1	38.2%[activator]	-4.9%	-25.4%	-10.7%	-13.3%	-14.4%	-6.4%	-12.0%	-23.3%
CN(C)C=Nc1ncc2c3ccccc3n(CCN(C)C)c2c1C#N	0.9%	2.0%	-18.2%	-6.1%	8.3%	-18.0%	-15.2%	-2.1%	11.6%
CCOc1ccc(-c2cc(CCCC(=O)NCc3ccco3)no2)cc1	37.0%	-17.9%	-19.8%	1.6%	-4.5%	9.1%[57.1 µM]	-12.7%	0.7%	11.7%
N/C(=N\c1nc2ccccc2o1)NC(=O)c1ccccc1NC(=O)c1ccccc1	31.1%	-2.6%	-12.4%	-2.4%	-1.2%	13.1%	1.3%	6.0%	39.7%[activator]
Cc1ccc2c(c1)c1c3n2CCCNC3CCC1 (stereo unspecified)	1.5%	-8.9%	-19.5%	2.3%	-9.3%	11.6%	-27.6%	0.1%	-18.6%
Cc1cccc(Oc2ncnc3oc(-c4ccccc4)cc23)c1C	43.8%[activator]	2.8%	9.0%	-0.3%	-2.0%	4.7%	20.3%	59.8%[activator]	-20.4%
COc1ccccc1NC(=O)c1cc(C)oc1C	18.2%	-1.6%	73.7%[activator]	6.1%	-2.8%	16.5%	-13.8%	3.6%	-1.7%
O=C(NC1CCCCCC1)c1cccc(S(=O)(=O)N2CCOCC2)c1	14.6%[57 µM]	-3.8%	7.5%	5.3%	-7.7%	-9.8%[2.29 µM]	-8.3%	-12.9%	-5.3%
COc1cc(C(=O)NC(=S)N(CCc2ccccc2)CCc2ccccc2)cc(OC)c1OC	1.9%	1.5%	-23.4%	-2.9%	i	1.1%	-23.6%	17.9%	?
CC1CCCC(C)N1NC(=O)c1ccc(Cl)c(S(N)(=O)=O)c1 (stereo unspecified)	60.6%[activator]	-22.7%	-13.9%	-4.9%	-2.3%	24.5%	-11.7%	-7.7%	-2.8%
COc1ccc2oc(=O)c(C(=O)O)cc2c1	30.8%	-10.4%	-4.5%	-1.2%	-3.6%	1.3%	-7.7%	1.3%	-19.8%
O=C(O)c1ccc(CSCc2ccco2)cc1	21.1%	-15.4%	-11.2%	1.8%	-10.0%	-16.1%	-3.5%	-13.0%	443.9%[activator]
O=C(NCC(=O)N1CCN(c2ccc([N+](=O)[O-])cc2)CC1)c1ccco1	6.0%	5.5%	-3.1%	-14.2%	-3.8%	-6.9%	-17.9%	18.7%	-8.8%
COc1cc(C=O)ccc1OCc1cn(CC(=O)c2ccc(O)cc2)nn1	7.6%	3.1%	-15.5%	-5.0%	8.7%	-7.5%	-30.2%	-1.1%	-17.5%
Cc1ccc(NC(=O)C2CCCN2C(=O)Oc2ccccc2)c(C)c1 (stereo unspecified)	49.3%[activator]	-19.7%	-28.0%	-8.6%	i	11.8%[57.1 µM]	-9.1%	-0.8%	-1.4%
